Source: PubChem
PGC1a acetyl inh – lowers PGC1a acetylation signal in U2OS cells | inhibition, % at 15.6 µM | hit rate 0.17% among 350,000 | AlphaScreen anti-acetyl-lysine; with virally co-expressed GCN5 acetyltransferase | AID 651687;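 active = every replicate shows inhibition of at least 40%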;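 note: 0% = neutral control wells and 100% = positive control wells; some results beyond the cut were filed as inactive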
miR122 inh – inhibitors of miR-122 in Huh7 cells; Huh7 miR-122 Renilla luciferase sensor, 48 h; neutral wells = 0, positive control = 100; activation (reporter increase), % at 12.5 µM; hit rate 0.3% among 340,000; AID 602342;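 active = mean replicate activation score at least 90 and every replicate individually at or above 90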;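 note: higher luciferase means less miR-122 activity so hits act as miR-122 inhibitors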
F508del corr – CFTR F508del correction in bronchial cells | activity (quench increase), % at 7.58 µM | hit rate 0.36% among 350,000 | AID 720511 | CFBE cells, YFP halide quenching; stimulated with forskolin plus potentiator P3; % fluorescence drop versus neutral controls;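 active = mean added fluorescence quench of at least 8% versus neutral control, with both replicates also reaching 8%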;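 note: cells transiently co-express mutant CFTR-F508del with the halide-sensitive YFP; corrector assay measuring rescue of mutant channel to the surface after 24 h compound exposure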
C2C12 statin – protects C2C12 myotubes from simvastatin toxicity | rescue of ATP level, % at 7.49 µM | hit rate 0.78% among 330,000 | AID 602340 | ATP luminescence, 48 h; scaled: DMSO 0, geranylgeraniol control 100;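 active = mean ATP rescue above about 67%, or every replicate alone reaching that limit, limit read from the data, passing the limit was not always enough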;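 note: myotubes were challenged with 10 µM simvastatin during compound exposure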
GSIS activator – GLuc luminescence reporter in INS-1E cells, primary screen for activators of glucose-dependent secretion of insulin; INS-1E GLuc reporter insulin secretion, 2-3 h; activation, % at 16.6 µM; hit rate 0.61% among 370,000; AID 743287;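 active = lowest replicate activation of at least 40%, so every replicate reaches that level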;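 note: 0% = median of neutral control wells and 100% = median of IBMX positive control wells; some compounds called inactive have numbers as strong as hits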
PglD DTNB – inhibitors of Campylobacter jejuni PglD acetyltransferase; inhibition, % at 12.5 µM; purified PglD enzyme, DTNB colorimetric CoA detection; hit rate 0.098% among 360,000; in the data active = inhibition above about 16%, passing the limit was not always enough; note: strong numbers were not always called active
FN deposit inh – fibronectin deposition inhibition. hit rate 0.086% among 350,000. inhibition, % at 12.6 µM. AID 743247. AH1F fibroblasts, Alexa488-fibronectin deposition fluorescence, overnight;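 active = mean inhibition across replicates of 30% or more, regardless of how many single replicates reach that level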;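 note: positive control wells lacked labelled fibronectin entirely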
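test system = AH1F fibroblasts assembling fluorescent fibronectin matrix | quantity = 10000 AH1F cells per well | buffer or medium = DMEM plus 2% serum, read in PBS | doses = single dose, pinned | incubation = 1 h cell attachment, overnight exposure to compound and label | detection = fluorescence at 485 nm excitation, 525 nm emission | read-out basis = inhibition from reduced deposited-fibronectin fluorescence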
Cneo AK release – causes C. neoformans cell lysis | adenylate kinase release luminescence, 4 h; normalised: neutral wells 0, clomiphene wells 100 | lysis activity, % at 15 µM | hit rate 0.2% among 360,000 | AID 651654;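 active = mean lysis activity across replicates of at least 80%, whatever share of replicates individually reach that level; inactive = mean lysis activity below 80%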
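read-out = cell lysis signal | test system = log-phase Cryptococcus neoformans yeast cells | input = cells at 5 × 10^6 per mL | medium = fresh YPD growth medium | signal = luminescent adenylate kinase detection reagent | timing = 4 h at 37 °C static, read 1 h later | dosing = single dose | controls = Clomiphene as positive lysis control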
Starred values were filed as active, the others as inactive; x = no result given; & = joins results of further samples; [ ] = another dose, or the depositor's remark.

SMILES	PGC1a acetyl inh	miR122 inh	F508del corr	C2C12 statin	GSIS activator	PglD DTNB	FN deposit inh	Cneo AK release
O=C(C(Cc1ccccc1)NS(=O)(=O)c1cccc2cccnc12)N1CCc2ccccc21 (stereo unspecified)	-17	-3	2.3	20	2	0	15	2
O=C(COC(=O)c1cccc(S(=O)(=O)N2CCc3ccccc32)c1)Nc1ccc(Cl)cn1	-13	-7	0.8	3	-17	x	3	x
C[C@@H]1CN([C@H](C)CO)C(=O)Cc2cc(NC(=O)CCCCCC(=O)Nc3ccccc3N)ccc2O[C@@H]1CN(C)S(=O)(=O)c1ccc(F)cc1	-6	-12[16.7 µM]	2.3	35	4	3	x	-1
CCCN1CCN(S(=O)(=O)c2ccc3c(c2)NC(=O)C(C)C(=O)N3)CC1 (stereo unspecified)	x	x	1.2	5	-4	3	x	0
CSc1cccc(NC(=O)C2CCCN(S(C)(=O)=O)C2)c1 (stereo unspecified)	-1	4	-0.5	-8	22	-2	10	-2
O=C(C[C@H]1CC[C@@H]2[C@H](COC[C@H](O)CN2Cc2cccc(-c3ccncc3)c2)O1)N1CCOCC1	4	2[16.7 µM]	2.3	26	9	1	-7	-1
COc1ccc2[nH]c3nc(SCC(=O)Nc4ccc5c(c4)OCO5)nnc3c2c1	-3	5	x	3	x	4	1	-1
Cc1noc(C)c1NC(=O)Nc1ccc2c(c1)CC(=O)N([C@H](C)CO)C[C@@H](C)[C@@H](CN(C)S(=O)(=O)c1ccccc1)O2	9	-7[16.7 µM]	0.2	-27	-9	5	x	0
Cc1c(C(=O)N2CCOCC2)sc(NC(=O)c2ccc3c(c2)OCO3)c1C#N	-6	-2	x	-2	x	0	x	-1
O=C1C=CC(=O)N1c1ccc(-c2nc3ccccc3o2)cc1	1	x	x	-15	x	-2	x	-3
O=C(CCC(=O)OCc1cccc(C(=O)Oc2ccccc2)c1)Nc1cccc2ccccc12	5	1	x	-5	-26	7	1	1
O=C(Nc1cccnc1)C1CCCN1S(=O)(=O)c1ccc(Cl)c(Cl)c1 (stereo unspecified)	3	x	-1.4	20	-16	-2	x	-2
Cc1ccc(C2CC(c3ccccc3OC(F)F)Nc3ncnn32)cc1 (stereo unspecified)	9	2	x	-18	x	9	x	2
CNC[C@@H]1Oc2ccc(NS(=O)(=O)c3c(C)noc3C)cc2CC(=O)N([C@@H](C)CO)C[C@@H]1C	10	14[16.7 µM]	1.5	-24	-5	0	-3	-2
COc1ccc(NC(=O)CCNC(=O)c2ccccc2)cc1S(N)(=O)=O	2	-4	-0.9	12	3	3	0	3
Cc1ccc(-c2cnn(-c3cccc(C(F)(F)F)c3)c2N)cc1	9	-7	x	-9	x	-4	-45	-5
O=C(Nc1ccccc1N1CCCCC1)c1cc(S(=O)(=O)N2CCOCC2)ccc1F	-5	-1	6.0	10	9	0	5	-7
CC1(Cc2ccccc2C#N)C(=O)Nc2ccc(OC(F)(F)F)cc21 (stereo unspecified)	x	-6	1.1	9	-28	-2	-14	-1
COc1ccc(NC(=O)CCN2CCN(S(=O)(=O)c3ccc(F)cc3)CC2)cc1	5	x	-3.9	11	10	3	-5	1
CCOC(=O)c1ccc(NC(=O)Cc2cccs2)cc1	-1	-3	2.6	-7	-3	-4	0	-4
COC(=O)c1ccc(NC(=O)CSc2nnc(C)n2CC2CCCO2)cc1 (stereo unspecified)	x	x	-1.5	24	14	-3	6	-3
Cc1scc(C(=O)N/N=C/c2ccc([N+](=O)[O-])o2)c1C	x	-2	-4.3	11	3	-4	-6	4
CCCCOc1ccc(C(=O)NCC(=O)NCC(c2ccc(OC)cc2)N2CCCC2)cc1 (stereo unspecified)	x	-2	2.0	-4	0	2	-3	1
Cc1cc(C(=O)Nc2cnn(Cc3ccc(Cl)cc3Cl)c2)no1	-1	-7	x	x	x	1	x	1
COc1ccc(NC(=O)CCS(=O)(=O)c2ccccc2)c(OC)c1	-11	-4	x	-10	11	16	-7	3

(further entries)
SMILES	PGC1a acetyl inh	miR122 inh	F508del corr	C2C12 statin	GSIS activator	PglD DTNB	FN deposit inh	Cneo AK release
O=C(CSc1nncs1)NC(=O)Nc1ccc2c(c1)OCCO2	-1	0	-0.4	3	1	x	-3	x
COC(=O)C[C@@H]1C[C@@H]2c3cc(NC(=O)C4CCOCC4)ccc3O[C@@H]2[C@@H](CO)O1	-4	2[16.7 µM]	2.4	-6	22	2	-3	2
CN(C(=O)C(C)(C)C)C1c2c(ccc3ccccc23)OCC1CO (stereo unspecified)	1	0	-3.0	0	15	6	-5	2
COC(=O)Cc1nnc(SCC(=O)Nc2ccccc2)c2ccccc12	-5	3	-1.8	6	4	-3	1	2
O=S(=O)(Nc1cccnc1)c1ccccc1	-8	-3	-0.7	x	-2	x	6	x
O=C(NCc1cccc(Cl)c1)c1cccnc1	2	-21	0.4	38	20	2	x	-1
CCOC(=O)N1CCN(C(=O)N2CCOCC2)CC1	5	-3	x	x	x	-2	x	-4
CS(=O)(=O)N(CC(=O)N1CCc2ccccc2C1)Cc1ccccc1	-13	-1	3.4	10	-1	0	x	0
CCOc1ccc(C(=O)NCC(=O)Nc2ccncc2)cc1OCC	-6	-6	-1.1	10	x	3	0	1
Cc1cccc(S(=O)(=O)N2CC[C@@H]3[C@H]2c2cc(C#Cc4ccc(F)cc4)ccc2N[C@@H]3CO)c1	-1	0[16.7 µM]	1.0	22	-2	-2	-3	-3
Fc1ccc(CSc2ccc3nnc(-c4cccs4)n3n2)cc1	1	7	x	12	5	-1	-2	-2
O=C(NCCc1ccccc1)C1CCCN1C(=O)Nc1ccccc1 (stereo unspecified)	x	-1	-3.5	4	-4	-8	-8	1
Cc1cc(C(=O)CN2C(=O)NC3(CCCCC3)C2=O)c(C)n1Cc1ccc2c(c1)OCO2	-4	-4	x	40	x	-5	-3	-1
CC(=O)c1ccc(Nc2ccc([N+](=O)[O-])c3nonc23)cc1	-14	-1	-2.0	-3	x	2	0	2
O=C([C@H]1[C@H](CO)[C@H]2Cn3c(ccc(-c4cncnc4)c3=O)[C@H]2N1CC1CC1)N1CCCCC1	x	2[16.7 µM]	-0.5	-2	5	0	x	-8
Cc1ccc(C(=O)NCCSCc2ccccc2)cc1[N+](=O)[O-]	-12	-3	x	-5	-17	-4	2	-1
CCCc1cc(=O)n2[nH]c(-c3ccc(Br)cc3)cc2n1	-1	25	x	-33	x	5	x	3
CCc1cccc(C)c1NC(=O)COC(=O)c1cc([N+](=O)[O-])ccc1N1CCOCC1	-12	3	4.6	-2	5	x	-7	x
CCOc1ccc(NC(=O)CS(=O)CC(=O)NC2CCCc3ccccc32)cc1 (stereo unspecified)	1	-6	x	1	3	3	x	1
Nc1cc2c(cc1Cl)-c1ccccc1C2=NO	-17	x	-2.3	-3	x	-2	8	1
CCC(=O)N1CCN=C1SCc1ccc(Cl)cc1	-4	5	x	19	x	3	x	-3
COc1nc(Oc2ccc(/C=N/O)cc2)nc(N(C)C)n1	1	6	2.5	57	14	1	x	3
COc1ccc(C(=O)N2C[C@H]3[C@@H](c4ccccc42)[C@@H](CO)N3Cc2ccccc2Cl)cc1	-8	5[16.7 µM]	1.1	13	5	-1	-7	4
COc1ccc(NC(=O)N(C)C[C@@H]2Oc3ccc(NC(=O)CCC(F)(F)F)cc3CC(=O)N([C@@H](C)CO)C[C@H]2C)cc1	4	-3[16.7 µM]	1.1	-8	-5	1	1	0
C[C@@H]1CN([C@@H](C)CO)C(=O)Cc2cc(NC(=O)Cn3cnnn3)ccc2O[C@@H]1CN(C)S(=O)(=O)c1cn(C)cn1	6	2[16.7 µM]	-0.3	3	12	0	x	-3

Record cards, as listed above. Order of screens: PGC1a acetyl inh	miR122 inh	F508del corr	C2C12 statin	GSIS activator	PglD DTNB	FN deposit inh	Cneo AK release
Fc1ccc(CSc2ccc3nnc(-c4cccs4)n3n2)cc1 in the list: 1	7	x	12	5	-1	-2	-2
Nc1cc2c(cc1Cl)-c1ccccc1C2=NO in the list: -17	x	-2.3	-3	x	-2	8	1
COc1ccc(C(=O)N2C[C@H]3[C@@H](c4ccccc42)[C@@H](CO)N3Cc2ccccc2Cl)cc1 in the list: -8	5[16.7 µM]	1.1	13	5	-1	-7	4
O=C(NCCc1ccccc1)C1CCCN1C(=O)Nc1ccccc1 (stereo unspecified) in the list: x	-1	-3.5	4	-4	-8	-8	1
CCc1cccc(C)c1NC(=O)COC(=O)c1cc([N+](=O)[O-])ccc1N1CCOCC1 in the list: -12	3	4.6	-2	5	x	-7	x

Further results follow:
SMILES	PGC1a acetyl inh	miR122 inh	F508del corr	C2C12 statin	GSIS activator	PglD DTNB	FN deposit inh	Cneo AK release
O=C(Cc1cccc2ccccc12)Nc1ccc(OC(F)F)c(Cl)c1	0	94*	x	x	-4	-3	2	-11
C[C@H]1CN([C@@H](C)CO)C(=O)c2cccc(NC(=O)NC3CCCCC3)c2O[C@H]1CN(C)Cc1ccc(Oc2ccccc2)cc1	7	3[16.7 µM]	2.3	x	-21	0	11	5
COCCN(C(=O)COC(=O)/C=C/c1ccc(C)o1)c1c(N)n(Cc2ccccc2)c(=O)[nH]c1=O	-6	5	1.4	-1	14	-3	x	5
Cc1nn(C)cc1C1C2=C(CC(C)(C)CC2=O)OC2=C1C(=O)CC(C)(C)C2	-7	5	x	0	11	4	x	0
O=C(CN1CCc2ccccc2C1)N1CCN(S(=O)(=O)c2ccccc2)CC1	7	0	x	7	x	0	3	2
O=C(CSc1ccccc1F)NCCCN1CCCC1=O	x	x	-0.9	4	20	0	-5	-5
CCCCNc1c(-c2cccc(Sc3ccc(OC)cc3)c2)nc2ccccn12	-15	5	-3.6	-25	-35	-4	-7	-2
CN1CCN(c2nc(-c3ccc(Cl)c(Cl)c3)nc3ccccc23)CC1	-5	3	x	27	41	7	x	0
CCOc1ccccc1CNS(=O)(=O)c1cnc[nH]1	20	-3	0.0	-1	44*	0	-2	7
CC(CNC1CCCCC1)OC(=O)c1ccccc1 (stereo unspecified)	x	0	-0.1	16	x	1	-5	-1
Cc1ccc(NC2CNC(=O)NC2=O)cc1C (stereo unspecified)	0	0	-1.3	-1	5	-1	7	1
COc1ccc(CC(=O)Nc2cc(C)ccn2)cc1OC	1	-12	-0.3	9	4	5	-1	6
S=C(NCc1ccc(Cl)cc1)N1CCN(c2ccccn2)CC1	-8	x	-2.4	x	8	x	-9	x
Cc1cccc(C(C)C)c1NC(=O)CN(C)Cc1cccc(F)c1	-16	x	-3.6	x	-6	x	2	x
C/C=C/c1ccc([C@@H]2[C@H](CO)N(C(=O)C3CC3)C23CN(S(=O)(=O)CC)C3)cc1	4	x	-0.3	x	14	x	-3	x
Cc1ccc(S(=O)(=O)N[C@@H](Cc2ccccc2)C(=O)CCl)cc1	-5	0	0.0	-7	x	2	0	3
COc1cc(C)c(CN2CCC(n3nccc3NC(=O)C3CC3)CC2)cc1C	-1	-4	-2.7	x	5	3	-13	4
C[C@H](CO)N1C[C@H](C)[C@@H](CN(C)Cc2ccc(Cl)c(Cl)c2)OCc2cnnn2CCCC1=O	0&7&8	0	3.2&3.9&0.8	7&29&11	-12&-11	-1&-1	6&13	-2&-2
CCn1c(Cc2ccccc2)nnc1SCC(=O)Nc1ccc(N2CCOCC2)c(Cl)c1	-48	-1	x	-4	x	6	x	9
CCCOc1ccc(C2C(C(=O)c3ccc(C)o3)=C(O)C(=O)N2CCN2CCOCC2)cc1OC (stereo unspecified)	8	-2	x	1	19	13	-2	-3
Cc1ccccc1S(=O)(=O)NCC[C@H]1CC[C@@H](NC(=O)C2CCC2)[C@@H](CO)O1	-8	x	-2.7	-3	10	2	x	-1

No enrichment for hits. About 2.1% of those tested had a hit in this group.
